# Compound activity as filed in PubChem BioAssay.
# NCI-60 one-dose screen, 48 h, at 10 µM unless noted. Numbers give growth in % (100 = growth as untreated, 0 = no growth, -100 = all killed).
# MALME-3M = MALME-3M melanoma. 5.8% of 78,000 active. AID 1794766
# HS 578T = HS 578T breast cancer | 4.1% of 78,000 active
# LOX IMVI = LOX IMVI melanoma; 7.4% of 79,000 active; AID 1794757
# T-47D = T-47D breast cancer. 5% of 79,000 active
# BT-549 = BT-549 breast cancer; 4.4% of 78,000 active
# SK-MEL-2 = SK-MEL-2 melanoma | 4.7% of 77,000 active | AID 1794763
# UACC-257 = UACC-257 melanoma; 4.4% of 78,000 active; AID 1794764
# UACC-62 = UACC-62 melanoma; AID 1794756; 5.4% of 81,000 active
# Active calls of the source: *; . = not tested or not shown; & = joins results of further samples. Rule for the calls: active = growth percent below 10; inactive = the rest.
# Preview:
SMILES,MALME-3M,HS 578T,LOX IMVI,T-47D,BT-549,SK-MEL-2,UACC-257,UACC-62
c1ccc(CN2COc3cc4c(cc3C2)OCN(Cc2ccccc2)C4)cc1,116,100,96,86,102,91,87,96
O=C(NCCO)c1ccncc1,106,98,97,.,105,84,87,112
CC/C=C\C/C=C\C[C@H]1C/C=C2/C(=O)C=C[C@@H]2C/C=C\CCC(=O)O1,30,44,-60*,23,-3.3*,-57*,-13*,.
Nc1cccnc1/C=N/NC(=S)NCCNC(=O)c1ccc(-n2nc(-c3ccccc3O)nc2-c2ccccc2O)cc1,14,35,-45*,7.4*,-5.4*,-4.9*,7.3*,-63*

# The listing, from the start:
SMILES,MALME-3M,HS 578T,LOX IMVI,T-47D,BT-549,SK-MEL-2,UACC-257,UACC-62
c1ccc(CN2COc3cc4c(cc3C2)OCN(Cc2ccccc2)C4)cc1,116,100,96,86,102,91,87,96
O=C(NCCO)c1ccncc1,106,98,97,.,105,84,87,112
CC/C=C\C/C=C\C[C@H]1C/C=C2/C(=O)C=C[C@@H]2C/C=C\CCC(=O)O1,30,44,-60*,23,-3.3*,-57*,-13*,.
Nc1cccnc1/C=N/NC(=S)NCCNC(=O)c1ccc(-n2nc(-c3ccccc3O)nc2-c2ccccc2O)cc1,14,35,-45*,7.4*,-5.4*,-4.9*,7.3*,-63*
Cc1c([N+](=O)[O-])cc(C(=O)O)cc1[N+](=O)[O-],77,106,93,85,105,96,108,98
COCCN1CCN(c2ncc([N+](=O)[O-])c(N3CCN(CCOC)CC3)n2)CC1,89,95,99,101,99,103,107,103
CCCCCCCCCCCCCCCC(=O)OC[C@H](CSC[C@H](N)C(=O)N[C@@H](CO)C(=O)OC)OC(=O)CCCCCCCCCCCCCCC,110,91,95,97,96,89,106,94
CC(O)(c1ccccc1)c1ccccc1,.,114,105,110,116,130,106,.
O=C(Cc1ccc(F)c(Cl)c1)Nc1cc(C2(C(F)(F)F)CC2)nn1Cc1ccccc1,60,26,86,65,78,19,91,66
Nc1nc(N)c(N)c(Nc2ccc(CCO)cc2)n1,.,100,97,102,100,118,103,97
COC(=O)[C@]1(C)N[C@H](c2cn(-c3ccccc3)nc2-c2ccccc2)[C@@H]2C(=O)N(c3ccccc3)C(=O)[C@@H]21,101,88,96,98,86,114,111,94
COC1CC(NC(C)=O)C(OC(=O)c2ccccc2)C(CBr)O1 (configuration not stated),100,107,103,96,102,.,113,102
O=C(Nc1c[nH]c(=O)[nH]c1=O)OCc1ccccc1,.,114,105,100,103,106,110,97
O=C(CSc1oc(-c2ccccc2)nc1S(=O)(=O)c1ccc(F)cc1)Nc1ccc(F)cc1,86,77,94,85,97,78,78,81
COc1cc(/C=C2\C(=O)N(CCCCCCn3c4ccccc4c(=O)c4ccccc43)c3ccccc32)cc(OC)c1O,95,88,79,52,77,74,108,70
CCCCC(CC)COC(=O)Cc1ccccc1 (configuration not stated),110,110,99,100,109,106,107,105
O=C(C1=Cc2cc3ccccc3n2Cc2cnnn21)c1ccccc1,77,69,50,29,37,44,75,44
COc1ccc(C2=NN(c3ccc(S(N)(=O)=O)cc3)C(=O)CC2)cc1OC,118,95,97,94,104,113,102,103
NCCOCCOc1nc(Oc2ccccc2C(=O)O)cc(-c2ccco2)n1,100,107,100,95,92,110,99,99
N#Cc1cccc[n+]1Cc1ccccc1,109,120,101,99,116,86,119,105
Cc1ccc(S(=O)(=O)NC(=O)NC2=NC(C)(C)N(c3ccc(Cl)c(Cl)c3)C(N)=N2)cc1,100,108,30,92,83,89,81,98
O=C1/C(=C\c2ccc(Cl)cc2)CN(C(=O)c2ccccc2)C/C1=C\c1ccc(Cl)cc1,65,5.5*,-52*,67,20,87,67,35
C#Cc1nc(/C=C/C=C/C(=O)NO)cs1,58,100,27,71,88,91,71,74
Nc1cc(F)ccc1NC(=O)c1ccc(NC(=O)C/C=C/c2cccnc2)cn1,12,21,17,5.1*,25,9.7*,18,6.0*
O=C(O)CC(NC(=O)Cc1ccc(C(F)(F)F)cc1)c1cccc(Cl)c1 (configuration not stated),93,103,92,108,111,115,103,94
O=C(CCCCCCCCC(=O)OCc1ccccc1)OCc1ccccc1,122,.,109,102,105,106,115,100
Cc1ccc2c(-c3nnc(N)s3)cc(=O)oc2c1,101,91,94,103,103,109,110,89
CCCC1OC(C)CC(C)(C)O1 (configuration not stated),113,105,92,102,104,104,95,100
CCN1CCN(CCNc2nccc(-c3cn(-c4ccccc4)nc3-c3ccc(Cl)c(OC)c3)n2)S1(=O)=O,106,100,95,77,81,106,85,83
Cc1nc(Nc2nc3ccc(F)cc3s2)nc(-c2ccccc2)c1C(=O)Nc1ncccn1,98,.,95,100,104,94,102,102
CC1(C)OCC(CCCOCc2ccccc2)O1 (configuration not stated),118,136,100,116,125,111,97,96
COc1ccc(/C=C2\N=C(c3cccnc3)N(c3ccccc3)NC2=O)cc1,97,92,93,90,94,.,102,95
O=C(O)CC(=O)Nc1ccccc1,106,127,107,102,117,107,102,106
Fc1ccccc1CNc1c2ccccc2nc2ccccc12,45,69,26,45,85,78,59,62
N#CCCCc1cn(-c2ncc(-c3ccc(C(F)(F)F)cc3)c(NC3CCCCCC3)n2)nn1,.,97,98,76,98,.,82,87
C=C(C[n+]1ccccc1)[C@@H]1CC[C@]2(C(=O)OC)CC[C@]3(C)[C@H](CC[C@@H]4[C@@]5(C)CC[C@H](O)C(C)(C)[C@@H]5CC[C@]43C)[C@@H]12,103,101,92,82,99,100,100,92

# A run of entries from the list above, for reference:
SMILES,MALME-3M,HS 578T,LOX IMVI,T-47D,BT-549,SK-MEL-2,UACC-257,UACC-62
N#CCCCc1cn(-c2ncc(-c3ccc(C(F)(F)F)cc3)c(NC3CCCCCC3)n2)nn1,.,97,98,76,98,.,82,87
C=C(C[n+]1ccccc1)[C@@H]1CC[C@]2(C(=O)OC)CC[C@]3(C)[C@H](CC[C@@H]4[C@@]5(C)CC[C@H](O)C(C)(C)[C@@H]5CC[C@]43C)[C@@H]12,103,101,92,82,99,100,100,92

# (list continues)
SMILES,MALME-3M,HS 578T,LOX IMVI,T-47D,BT-549,SK-MEL-2,UACC-257,UACC-62
COc1ccc(C2=NN(c3ccccc3)C(c3cn(-c4ccccc4)nc3-c3ccccc3)C2)cc1 (configuration not stated),104,106,106,86,109,104,101,100
Cc1nc(NN)c([N+](=O)[O-])c(NN)n1,106,139,111,103,107,104,99,97
CC(C)(C)CC(C)(C)Cc1ccc(OCCOCC[N+](C)(C)Cc2ccccc2)cc1,-40*,26,10,0.8*,-16*,28,2.7*,-36*
CN1CCN(c2ccc(-c3c(C#N)c(-c4ccccc4)nc4c3c(-c3ccccc3)nn4-c3ccccc3)cc2)CC1,100,114,97,89,97,105,93,99
NS(=O)(=O)c1ccc(N=Nc2c(O)n(CC(=O)Nc3ccc(Cl)cc3)c3ccccc23)cc1,77,81,.,67,80,102,91,71
COc1ccc(/C=C(/C(=O)c2ccccc2)S(=O)(=O)c2ccc(C)cc2)cc1,102,109,94,83,98,.,86,86
COC(=O)c1c2c(c(C)[n+]([O-])c1C)C(=O)C=C(NCc1ccc(F)cc1)C2=O,-98*,-17*,-47*,-41*,-91*,-31*,-87*,-82*
CC(=O)NNC(=S)/N=C/C(C(=O)Nc1ccccc1)=C(/C)O,99,99,97,93,93,99,91,85
O=C(Nc1nc2ccc([N+](=O)[O-])cc2s1)Nc1ccccc1I,-5.1*,9.1*,9.2*,-17*,-19*,-22*,-18*,3.6*
C=C(C)CN(CC(=C)C)C(=N)OCC1CCCO1 (configuration not stated),.,114,95,104,121,102,97,104
OC(c1cc(-c2ccccc2)nc2ccc(Cl)cc12)C1CCCCN1 (configuration not stated),-41*,62,-83*,20,91,89,71,-31*
O=C(c1ccc(Cc2n[nH]c(=O)c3cccnc23)cc1)N1CCCCC1,110,113,95,97,102,106,110,94
CN(C)C(=O)Oc1ccc[n+](C)c1,108,122,94,113,120,123,97,103
CCNC(=O)Nc1ccc(NC(=O)c2[nH]c(C)c(Cl)c2Cl)c(OC)c1,85,90,90,80,125,95,107,92
CN1C(=O)N(C)C2C1NC(=O)N2CC(=O)NN (configuration not stated),99,100,98,.,100,106,101,99
O=C(O)CCCCCCNC(=O)c1nc(-c2ccccc2)n(-c2ccc(Cl)cc2)n1,103,92,96,96,106,108,97,.
C=CCN1CCN(/C(=N/c2sc(-c3ccccc3)nc2-c2ccccc2)c2ccc(C)cc2)CC1,93,101,.,77,86,105,71,77
O=C1Nc2ccccc2/C1=C/c1cn(C(=O)c2ccc(Cl)cc2)c2ccccc12,118,106,100,.,96,120,100,89
CCNC(=O)CCCC(=O)OC,.,121,100,126,.,104,105,109
CC1OC1c1ccc(-c2ccc(C3OC3C)cc2)cc1 (configuration not stated),.,103,103,97,103,95,102,90
Cc1cccc2c1N[C@@H]1N(C)c3ccccc3[C@]1(C)C2,.,106,95,116,104,94,109,99
Fc1cc(-c2nn3c(-c4cc(F)c(Cl)cc4Cl)nnc3s2)c(Cl)cc1Cl,76,37,92,67,111,103,105,95
CC(=O)NNc1nc(C)c(C(/C=C/c2ccc(/C=C/C(=N\NC(=O)c3ccncc3)c3sc(NNC(C)=O)nc3C)cc2)=N/NC(=O)c2ccncc2)s1,98,103,99,96,86,109,107,99
CC(=O)c1ccc(C)c([N+](=O)[O-])c1,141,112,94,98,86,101,89,101
CCOC(=O)C1C(=O)Nc2nc3ccccc3n2C1c1ccco1 (configuration not stated),102,98,.,90,102,103,94,96
Cc1ccc2c(n1)C(=O)C(Br)=C(c1ccc([N+](=O)[O-])cc1)C2=O,86,87,90,66,96,100,95,82
CC/C=C/C/C=C/C/C=C/C/C=C/C/C=C/C/C=C/CCC(=O)Nc1ccn([C@@H]2O[C@H](CO)[C@@H](O)C2(F)F)c(=O)n1,64,76,-50*,29,30,83,48,-12*
CCOC(=O)/C=C1/S/C(=N/NC(=O)COc2cc(=O)n(C)c3ccccc23)N(Cc2ccccc2)C1=O,96,98,.,93,91,88,96,95
CC(C)C1=CC2=CC[C@@H]3[C@](C)(CCC[C@@]3(C)C(=O)OCc3cn(Cc4ccccc4)nn3)[C@H]2CC1,102,103,96,84,98,100,68,90
CCCNC(=O)c1ccc(-n2c(=O)[nH]c3ccccc3c2=O)cc1,100,96,102,96,80,108,95,94
CN(/N=C/c1ccc2c(c1)OCO2)C(=O)c1ccccc1N,101,111,101,112,93,120,94,100
COc1ccc(-c2cc(-c3ccc(Cl)cc3)c(C#N)c(=O)n2CCCCCC(=O)NO)cc1,79,95,22,84,78,101,87,78
BrCCCCc1ccccc1,93,111,103,107,112,113,97,103
O=C(COc1ccc(/C=C2\C(=O)Nc3ccc(F)cc32)cc1)Nc1ccccc1,102,105,80,98,116,122,104,88
NC(=S)NNC(N)=S,91,99,93,101,82,95,102,102
CC(=O)c1ccc(Cc2ccc(C(C)=O)cc2)cc1,91,82,92,85,.,105,82,91

# As entered above:
# BrCCCCc1ccccc1 in UACC-257 = 97
# NC(=S)NNC(N)=S in UACC-257 = 102
# CCOC(=O)/C=C1/S/C(=N/NC(=O)COc2cc(=O)n(C)c3ccccc23)N(Cc2ccccc2)C1=O in MALME-3M = 96
# CCCNC(=O)c1ccc(-n2c(=O)[nH]c3ccccc3c2=O)cc1 in HS 578T = 96
# CC/C=C/C/C=C/C/C=C/C/C=C/C/C=C/C/C=C/CCC(=O)Nc1ccn([C@@H]2O[C@H](CO)[C@@H](O)C2(F)F)c(=O)n1 in LOX IMVI = -50*

# (continued)
SMILES,MALME-3M,HS 578T,LOX IMVI,T-47D,BT-549,SK-MEL-2,UACC-257,UACC-62
CC(C)Nc1nc(N)nc2nc(-c3ccc(Cl)cc3)c(-c3ccc(Cl)cc3)nc12,99,104,101,92,97,91,102,99
CCOC(=O)c1c(C)nc2c(c1N)/C(=C/c1ccccc1[N+](=O)[O-])C(=O)N2Cc1cccc(OC)c1,113,89,94,82,94,100,108,82
O=C(O)CNC(=O)c1ccc(C(=O)NCC(=O)O)cc1,92,106,113,104,90,98,104,95
CCN(CC)CCOC(=O)c1ccccc1,92&127,107&122,92&96,115&96,103&96,111&108,94,90
CCOc1nn2c(CCC(=O)c3nc4ccccc4[nH]3)nnc2s1,93,99,54,43,89,89,107,86
Cn1cc(-c2nn3c(=O)cc(-c4ccsc4)nc3s2)c2ccccc21,106,105,100,93,112,92,106,97
Cc1cc2nnn(Cc3cccc(NC(=O)CCCC(=O)Nc4cccc(Cn5nnc6cc(C)c(C)cc65)c4)c3)c2cc1C,92,22,90,73,59,83,82,81
CCOC(=O)c1cc2c(n1Cc1cccc(OC)c1)-c1oncc1CC2,.,-16*,42,39,28,35,44,31
O=[N+]([O-])c1ccc(N/N=C(\Cc2ccccc2)c2ccccc2)c([N+](=O)[O-])c1,97,89,99,101,95,95,100,94
CC(C)CCC[C@@H](C)[C@H]1CC[C@H]2[C@@H]3CC=C4c5sc(Nc6ccccc6[N+](=O)[O-])nc5CC[C@]4(C)[C@H]3CC[C@]12C,100,103,96,97,114,107,104,99
Cc1c(C(=O)/C(=C/O)N=Nc2ccc([N+](=O)[O-])cc2)nnn1-c1ccc(Cl)cc1,91,102,91,94,104,106,96,94
Nc1n[nH]c(CO)n1,119,.,98,107,108,118,120,108
NS(=O)(=O)c1ccc(Nc2nc(SCC(=O)c3ccc(Br)cc3)nc3c2CCCC3)cc1,106,103,86,83,135,.,103,71
COc1cc(C)ccc1Oc1nc(Nc2ccc(N3CCOCC3)cc2)ncc1N=Cc1cc(Cl)cc(Cl)c1,83,47,62,65,90,105,98,74
CC(=O)C1=C(O)C(CSCc2ccccc2)N(C)C1=O (configuration not stated),95,105,98,104,104,121,104,101
c1ccc(-c2csc(NN=C3c4ccccc4-c4ccccc43)n2)cc1,82,70,86,36,110,101,89,60
O=C(O)CCN1C(=O)/C(=C/c2ccc(F)cc2)SC1=S,104,100,82,96,106,133,101,92
